RGS12 GoLoco inh – RGS12 GoLoco-Gai1 interaction inhibition; Gai1:RGS12 GoLoco peptide FP, rhodamine, 10 min; Potency, µM (highest dose often 61.6 µM), for inactives: at the top dose activity, negative = inhibition, most hits filed as inhibitors; hit rate 0.44% among 230,000; AID 880; active means well fitted inhibition curve with a large enough effect, not every such curve was filed as active; inactive means no such curve, though single readings can be large or run the other way; further: on the % scale 0 is the no-effect control and ±100 the full control effect; nearly all actives have a fitted effect of over 30% in size; many of its hits are not listed in these tables
KinaseGlo FLuc – counter-screen: inhibitors of Kinase-Glo firefly luciferase; Q27757; Potency, µM (titrated, usually from 38.3 µM), without a hit: top-dose activity change, negative = inhibition, actives largely listed as inhibitors; Kinase-Glo luciferase, ATP luminescence, 8 min; hit rate 0.28% among 200,000; further: on the % scale 0 is the no-effect control and ±100 the full control effect; nearly all actives have a fitted effect of over 60% in size
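Substrate mix (final 50 mM imidazole pH 7.2, 50 mM KCl, 7 mM MgCl2, 10 uM ATP, 0.01% Tween 20, 0.05% BSA) plus pin-tool compound, then Kinase-Glo detection mix; 8 min ambient, luminescence read.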
SMN2 splice up – increases expression of the SMN2 splice variant. Potency, µM (titrated, usually from 46.1 µM), for the others: top-dose activity change, positive = activation, hits mostly activators. hit rate 2.8% among 210,000. HEK293 SMN2-luciferase splicing reporter, luminescence, 30-36 h; further: % of control where 0% means no effect; nearly all actives have a fitted effect of over 55% in size
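HEK293 cells carry an SMN2 […]–luciferase reporter in which exon 7 inclusion puts luciferase in frame. Cells were plated 10-12 h before compound addition, then incubated 30-36 h at 37C. ONE-Glo luminescence was read; sodium butyrate at 4.5 mM final served as control.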
IMPase Li cell – IMPase inhibition in cells with lithium potentiation. CHO-M1 cells, IP1 TR-FRET (IP-One), carbachol + lithium. Potency, µM (titrated, usually from 59.4 µM), for inactives: at the highest dose activity, negative = IMPase inhibition, hits mostly inhibitors. hit rate 0.35% among 210,000. AID 1457;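 further: IP1 builds up when IMPase is blocked and the TR-FRET signal falls; plate controls were basal vehicle for no effect and high inhibitor control for full effect; nearly all actives have a fitted effect of over 50% in size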
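Steps: plate 2000 CHO-M1 cells per well and culture 16–30 h; add compound and lithium; incubate 30 min, 37C; add d2-IP1 tracer and Eu cryptate anti-IP1 antibody in lysis buffer; read after 10 min at room temperature.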
NPSR antagonist – antagonists of human neuropeptide S receptor cAMP signaling | CHO-NPSR cells, cAMP TR-FRET, antagonist mode | Potency, µM (highest dose often 38.3 µM), inactives show top-dose activity change, negative = inhibition, usual class: inhibitors | hit rate 1% among 220,000 | AID 1461; further: on the % scale 0 is the no-effect control and ±100 the full control effect; nearly all actives have a fitted effect of over 50% in size; many of its hits are not listed in these tables
Epigenetic reg – regulators of epigenetic silencing causing reporter derepression in mouse cells; hit rate 0.2% among 280,000; murine LDR cells, GFP reporter derepression, 30 h; AID 1865; Potency, µM (doses to about 53.9 µM), for inactives: at the top dose GFP activation, most hits filed as activators; further: % of control where 0% means no effect; nearly all actives have a fitted effect of over 60% in size
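Murine LDR cells bearing a silenced CMV-driven GFP reporter were exposed to compound for 30 h at 37 C. After PBS washes, GFP-positive cells (20-120 um objects) counted by laser-scanning microplate cytometry.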
RECQ1 inh – inhibitors of human RECQ1 DNA helicase; P46063; RECQ1 DNA unwinding, red fluorescence kinetic read; Potency, µM (titrated, usually from 57.3 µM), for inactives: at the highest dose activity, negative = inhibition, actives largely listed as inhibitors; hit rate 0.54% among 240,000; AID 2549;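 further: plate controls were vehicle for no effect and no enzyme for full effect; nearly all actives have a fitted effect of over 30% in size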
Target sequence (P46063 whole entry, looked up): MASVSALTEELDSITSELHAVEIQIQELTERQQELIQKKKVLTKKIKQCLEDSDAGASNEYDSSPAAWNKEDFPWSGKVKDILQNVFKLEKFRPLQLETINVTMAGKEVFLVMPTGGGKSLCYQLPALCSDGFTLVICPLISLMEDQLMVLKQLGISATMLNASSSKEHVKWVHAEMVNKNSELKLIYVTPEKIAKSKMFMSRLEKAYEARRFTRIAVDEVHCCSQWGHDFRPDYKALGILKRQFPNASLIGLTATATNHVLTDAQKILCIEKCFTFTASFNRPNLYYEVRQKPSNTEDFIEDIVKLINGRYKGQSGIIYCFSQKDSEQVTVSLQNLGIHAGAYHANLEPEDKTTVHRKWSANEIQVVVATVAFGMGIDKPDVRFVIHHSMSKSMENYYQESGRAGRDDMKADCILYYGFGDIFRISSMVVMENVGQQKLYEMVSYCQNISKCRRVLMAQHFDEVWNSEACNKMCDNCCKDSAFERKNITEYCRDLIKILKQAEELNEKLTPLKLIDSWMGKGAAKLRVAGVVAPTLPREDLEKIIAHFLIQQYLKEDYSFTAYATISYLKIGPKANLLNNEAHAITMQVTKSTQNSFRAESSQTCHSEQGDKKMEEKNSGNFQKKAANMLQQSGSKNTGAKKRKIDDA
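RECQ1T1 50 nM; forked duplex (20 bp + 30-nt ss tails) 200 nM, ATP 2 mM final; pH 8.0, 2 mM MgCl2, 2.5 ug/ml poly(dI-dC); 15 min compound preincubation; discontinuous kinetic read over 2 h at RT.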
KDM4E inh – JMJD2E (human) inhibition; B2RXH2; JMJD2E catalytic domain, FDH-coupled NADH fluorescence (FDH is formaldehyde dehydrogenase); Potency, µM (top dose mostly 57.1 µM), without a hit: at the top dose activity change, negative = inhibition, actives largely listed as inhibitors; hit rate 1.6% among 230,000; active means well fitted inhibition curve with a large enough effect, not every such curve was filed as active; inconclusive means small, poorly fitted or top-dose-only effect, or another doubt; inactive means no such curve, though single readings can be large or run the other way;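 further: 0% = wells with enzyme and -100% = buffer wells without enzyme; nearly all actives have a fitted effect of over 50% in size; many of its hits are not listed in these tables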
Target sequence (B2RXH2 1-337 limits assumed): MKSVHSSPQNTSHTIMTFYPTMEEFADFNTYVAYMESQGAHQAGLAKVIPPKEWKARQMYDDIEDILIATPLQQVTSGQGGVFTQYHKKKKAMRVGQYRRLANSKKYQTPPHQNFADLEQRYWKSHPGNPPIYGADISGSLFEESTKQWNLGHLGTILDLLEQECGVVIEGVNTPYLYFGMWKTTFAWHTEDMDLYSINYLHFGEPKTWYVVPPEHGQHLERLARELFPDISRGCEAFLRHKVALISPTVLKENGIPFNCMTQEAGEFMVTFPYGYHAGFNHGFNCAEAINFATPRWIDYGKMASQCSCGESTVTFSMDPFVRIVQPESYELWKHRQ
An asterisk follows results filed as active; i = inactive; ? = inconclusive; . = not tested or not shown; [ ] = another dose, or the depositor's remark. Unless noted, the call rests on the fitted dose curve; in most records, active means well fitted curve in the direction sought with a large enough effect; inconclusive means small, poorly fitted or top-dose-only effect, or another doubt; inactive means no such curve, though single readings can be large; an effect the other way counts as inactive or inconclusive. Potency means the concentration at half of the fitted maximal effect. A portion of the library; count on the stated rates, not on these rows.

No.	compound	RGS12 GoLoco inh	KinaseGlo FLuc	SMN2 splice up	IMPase Li cell	NPSR antagonist	Epigenetic reg	RECQ1 inh	KDM4E inh
1	C/C(=N\Nc1ccc([N+](=O)[O-])cc1[N+](=O)[O-])C(C)C(C)C (stereo unspecified)	5%	10%	-32%[inhibitor]	11%	-25%	-0.5%	-13%	2%
2	CCSc1nc2c(c(=O)[nH]1)C(c1ccccn1)C1=C(CC(C)(C)CC1=O)N2 (stereo unspecified)	6%	-1%	?	-16%[38.3 µM]	-12%[46.1 µM]	2.8%	-5%	?
3	CN1CCN(CC(=O)Nc2cccc([N+](=O)[O-])c2)CC1	-7%	1%	.	18%	-14%	-0.6%	-8%	-2%
4	CCOc1cc(NC(=O)c2cnccn2)c(OCC)cc1NC(=O)c1cccc(F)c1	14%	4%	-15%	5%	3%	3.8%	-2%	-2%
5	Cc1ccc(N2CC(O)=C(c3nc4ccccc4c(=O)[nH]3)C2=N)cc1C	11%	-1%	.	13%	-2%	-1.1%	-7%	-2%
6	CNS(=O)(=O)c1ccc(NC(=S)Nc2ccc3c(c2)OCO3)cc1	-3%	0%	0%	2%	4%	-1.3%	i	2%
7	COc1ccc(NC(=O)CN2CCCCC2)cc1	-14%	-1%	26%	3%[38.3 µM]	4%[46.1 µM]	0.0%	-16%	?
8	O=C(NC(=S)NNC(=O)c1cccs1)c1ccc(Br)o1	7%	-2%	-14%	19%[38.3 µM]	-4%[46.1 µM]	0.0%	i	-81%
9	CC1CCCCN1CCNC(=O)Cn1nc(-c2ccccc2)ccc1=O (stereo unspecified)	17%	3%	28%	5%[38.3 µM]	1%[46.1 µM]	0.0%	i	-8%
10	O=C1CC(N2CCC(c3nc4ccccc4o3)CC2)C(=O)N1c1ccc(F)cc1 (stereo unspecified)	2%	-2%	15%	6%	4%	-2.9%	i	1%

Overlap with the part before: two entries; new compounds follow.
No.	compound	RGS12 GoLoco inh	KinaseGlo FLuc	SMN2 splice up	IMPase Li cell	NPSR antagonist	Epigenetic reg	RECQ1 inh	KDM4E inh
9	CC1CCCCN1CCNC(=O)Cn1nc(-c2ccccc2)ccc1=O (stereo unspecified)	17%	3%	28%	5%[38.3 µM]	1%[46.1 µM]	0.0%	i	-8%
10	O=C1CC(N2CCC(c3nc4ccccc4o3)CC2)C(=O)N1c1ccc(F)cc1 (stereo unspecified)	2%	-2%	15%	6%	4%	-2.9%	i	1%
11	CCOC(=O)C1(CCOC)CCN(C(=O)c2sccc2C)CC1	4%	-3%	.	13%	-7%	1.1%	-1%	-9%
12	Cc1nonc1NC(=O)OCCN1CCOC1=O	6%	1%	11%	-3%[38.3 µM]	6%[46.1 µM]	-0.6%	-5%	5%
13	CC1=C(C(=O)OCCNC(=O)c2ccccc2O)C(c2ccccc2[N+](=O)[O-])C(C(=O)OCC2CCCO2)=C(C)N1 (stereo unspecified)	4%	-2%	.	19%	-32%	0.0%	-8%	-7%
14	CCC(NC(=O)NCc1cccnc1)(C(F)(F)F)C(F)(F)F	-5%	-7%	0%	-4%[38.3 µM]	-1%[46.1 µM]	-0.8%	-1%	-2%
15	O=C(NC1c2ccccc2-c2ccccc21)c1ccco1	1%	0%	-8%	-18%[38.3 µM]	?	-0.9%	-4%	2%
16	CC(=O)c1c(C(C)=O)c(C)n(-c2nc(-c3ccccc3)c(C)s2)c1C	4%	1%	-32%[inhibitor]	30%[38.3 µM]	-10%[46.1 µM]	0.0%	-13%	2%
17	CCCCN(CCCC)CCCNC(=O)C12CN(Cc3ccccc3)CC1C(c1cccc([N+](=O)[O-])c1)=NO2 (stereo unspecified)	6%	1%	10%	-3%	-14%[46.1 µM]	-2.7%	-2%	-8%
18	COC(=O)Cn1c2ccccc2c2nc(C)sc21	3%	0%	23%	7%[38.3 µM]	-11%[46.1 µM]	0.0%	-9%	3%
19	COc1ccc(/C=N/NC(=O)c2cc(C)on2)c2ccccc12	3%	-4%	-34%[inhibitor]	-15%[38.3 µM]	-15%[46.1 µM]	-2.1%	i	-11%
20	N#Cc1ccc(NCCc2ccccn2)c([N+](=O)[O-])c1	15%	.	.	.	3%	3.2%	i	6%
21	Cn1c(=O)cc(NCCc2ccccc2)[nH]c1=O	7%	0%	?	-6%[38.3 µM]	-8%[46.1 µM]	-1.0%	i	-1%
22	CC1=CC2=NC(=O)/C(=C/c3coc4ccccc4c3=O)C(=N)N2O1	8%	.	.	.	43%	-1.0%	0%	?
23	Cc1ccc(NC(=O)NC2CCN(S(=O)(=O)c3ccc(F)cc3)CC2)cc1	5%	5%	-26%	18%	-15%[46.1 µM]	2.5%	1%	-2%
24	COP(C)(=O)c1c(C)nn(-c2ccccc2)c1C (stereo unspecified)	-2%	-4%	-11%	27%[38.3 µM]	7%[46.1 µM]	0.0%	1%	1%
25	COc1ccc(-c2[nH]ncc2/C=N/NC(=O)c2ccc(Br)cc2)c(OC)c1	2%	0%	6%	4%	4%	1.0%	-9%	-25%
26	CCc1ccc(NC(=O)C2CC(=O)N(C(C)C)C2)cc1 (stereo unspecified)	6%	-2%	16%	-12%[38.3 µM]	1%[46.1 µM]	0.0%	1%	13%
27	C=C(Br)Cn1c(CCCC)nc2ccccc21	5%	1%	-2%	16%[38.3 µM]	-10%[46.1 µM]	8.6%	i	0%
28	CCOC(=O)c1c(NC(=O)C2CC2)sc(C)c1CC	27%	1%	-7%	2%	-15%	-0.1%	-17%	0%
29	CCOC(=O)C1=C(C)NC2=C(C(=O)CC(c3cccs3)C2)C1c1cccs1 (stereo unspecified)	4%	-1%	-3%	6%	5%[46.1 µM]	2.5%	-6%	?
30	COc1cc(OC)cc(C(=O)Oc2ccc(/C=N/Nc3nc4ccccc4s3)cc2OC)c1	6%	0%	?	11%	-13%	0.0%	-1%	35µM*
31	O=c1[nH]nc(-c2cccs2)c2ccccc12	5%	1%	-1%	0%	14%	-0.1%	i	-9%
32	Cc1cccc(OCC(=O)NCC(=O)N/N=C/c2ccc([N+](=O)[O-])cc2)c1	0%	1%	-6%	12%	-11%	-0.3%	i	-1%
33	CC(C)N1CCN(c2ccncc2S(=O)(=O)N2CCCCC2)CC1	0%[14.2 µM]	-1%[7.66 µM]	4%[9.22 µM]	18%	.	.	.	.
34	NCCCC[C@@H](C(=O)N1CCNCC1)n1cc(CCC(=O)O)nn1	-1%	.	.	-5%	-20%	0.0%	-13%	-9%
35	COC(=O)c1nc(NC(C)=O)n[nH]1	3%	0%	-13%	6%[38.3 µM]	0%[46.1 µM]	-1.0%	-2%	5%
36	CCOc1ccc(-c2nnn(CC(=O)NCc3ccco3)n2)cc1OCC	2%	-3%	9%	2%	6%[46.1 µM]	0.0%	11%	5%
37	CS(=O)(=O)N(CC(=O)NCCSCc1ccccc1)c1ccccc1	2%	-4%	.	2%	-19%	3.0%	i	6%
38	COc1ccc(C2=NOC(C(=O)NCCCN3CCOCC3)C2)cc1 (stereo unspecified)	8%	2%	6%	21%[38.3 µM]	0%[46.1 µM]	0.0%	i	0%
39	CCC(CC)C(=O)NCCc1cc2ccc(C)c(C)c2[nH]c1=O	18%	0%	12%	19%[38.3 µM]	-2%[46.1 µM]	0.0%	i	1%
40	NC(=O)c1c(NC(=O)C2CCCO2)sc2c1CCCC2 (stereo unspecified)	-4%	4%	.	-9%	15%	-1.0%	1%	-3%
41	CC(=O)Nc1ccccc1C(=O)N1CCN(c2cccc(C)c2C)CC1	-17%	0%	.	7%	-25%	1.4%	-5%	?
42	COc1ccc(OC)c(NC(=O)CN2C(=O)C3(OCCCO3)c3ccccc32)c1	9%	-2%	-19%	12%[38.3 µM]	-2%[46.1 µM]	5.7%	0%	3%
43	O=C(NCC1CCCO1)c1cc(-c2ccccc2)nc2ccccc12 (stereo unspecified)	-10%	.	.	.	16%	0.8%	i	?
44	S=C(Nc1ccccc1)Nc1ccccc1C#Cc1ccccc1	-6%	-9%	-16%	7%	.	-2.1%	-5%	-22%
45	C=CCn1c(Cn2nnc3ccccc32)nnc1SCC(=O)N/N=C/c1cc(Br)cc(OC)c1O	-12%	-3%	-1%	34%[38.3 µM]	-15%[46.1 µM]	-1.0%	-2%	2%
46	CC1CC(C)CN(c2oc(Cc3ccccc3)nc2C#N)C1 (stereo unspecified)	7%	-2%	-17%	14%	-49%	-3.2%	-4%	10%
47	O=C(Nc1ccccc1)OCc1cnc(Cl)s1	10%	0%	3%	5%	-1%	-1.8%	14%	11%
48	CCCC(=O)Nc1ccccc1-c1nnc(SC)[nH]c1=O	6%	-2%	-18%	-4%[38.3 µM]	-6%[46.1 µM]	0.7%	-14%	7%
49	Cn1c(C(=O)N2CCN(c3ccc(Cl)cc3)CC2)cc2c(=O)[nH]c3ccccc3c21	9%	-1%	-42%[inhibitor]	12%[38.3 µM]	-16%[46.1 µM]	?	-5%	-1%
50	O=C(Nc1ccc(-c2nc3ccccc3[nH]2)cc1)c1cccc(N2C(=O)CCC2=O)c1	-6%	-1%	-7%	-1%	15%	0.0%	-6%	?
51	CCC(C)c1ccccc1NC(=O)c1cc2cccc([N+](=O)[O-])c2[nH]1 (stereo unspecified)	3%	.	.	.	-35%	-1.2%	-3%	-19%
52	S=C1NC[C@H](c2ccccc2)N1CCCCC1CCCCC1	7%	.	.	.	-51%	6.2%	13%	-28%
53	O=C(/C=C/Nc1cccc(C(F)(F)F)c1)c1ccc(Oc2ncccn2)cc1	-8%	-4%	-10%	29%[38.3 µM]	-10%[46.1 µM]	-1.1%	i	-14%
54	COc1cc(C2NC(=O)NC(c3ccccc3)=C2C(C)=O)ccc1OCC#N (stereo unspecified)	41%[activator]	5%	2%	1%[38.3 µM]	16%[46.1 µM]	2.6%	3%	-5%

Assay outcomes (PubChem)
